High-throughput results (PubChem)
HP1b binding inh = inhibitors of HP1-beta chromodomain binding to methylated histone tails; 390,000 tested, 0.56% active; AlphaScreen HP1-beta / biotin-H3K9me3 peptide binding; Potency, µM (doses to about 114 µM), without a hit: at the top dose activity change, negative = inhibition, actives largely listed as inhibitors; P83916; note: nearly all actives have a fitted effect of over 70% in size; inactives centre near 23
Target sequence (P83916 whole entry, looked up): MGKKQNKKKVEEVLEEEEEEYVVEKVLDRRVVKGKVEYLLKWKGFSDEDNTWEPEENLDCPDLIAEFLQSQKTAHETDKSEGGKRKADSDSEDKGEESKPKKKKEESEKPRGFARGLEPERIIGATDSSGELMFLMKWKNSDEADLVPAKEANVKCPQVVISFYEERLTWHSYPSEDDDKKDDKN
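HP1-beta protein (50 nM final) preincubated 30 min at room temperature with biotinylated H3(1-18)K9me3 peptide (50 nM) in PBS pH 7.4, 0.01% Tween-20, then compound added for 30 min. AlphaScreen streptavidin donor/nickel chelate acceptor beads (10 ug/mL final), 30 min dark, luminescence read.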
Pol iota inh = DNA polymerase iota (human) inhibition; 390,000 tested, 1% active; AID 588590; Potency, µM (highest dose often 115 µM), for the others: at the highest dose activity, negative = inhibition, usual class: inhibitors; Pol iota fluorescent replication assay, 10 min; Q9UNA4
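Pol iota at 10 nM preincubated 15 min with compounds at room temperature; reaction started with fluorescent substrate, 50 nM final. Fluorescence read kinetically at 0 and 10 min; buffer-only wells as negative control.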
GLS inh = inhibitors of human glutaminase (GLS) | O94925 | GLS enzymatic activity, qHTS titration | Potency, µM (top dose mostly 45.5 µM), without a hit: at the highest dose activity change, negative = inhibition, hits mostly inhibitors | 410,000 tested, 0.21% active | AID 624170; note: % is set by controls: 0 for no effect and ±100 for the full control effect
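Human kidney-isoform GLS in 45 mM KH2PO4 pH 8.2, 0.02% Tween-20, with compound, started with 1mM L-Glutamine (added stock). Glutamate oxidase/HRP/Amplex red coupled fluorescence read at start and after 30 min at RT.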
Pin1 inh = blocks the human prolyl isomerase Pin1 | Q13526 | Pin1 FP peptide displacement, HiFluor488, 10 min | Potency, µM (titrated, usually from 115 µM), for the others: at the top dose activity, negative = inhibition, most hits filed as inhibitors | 390,000 tested, 0.009% active | AID 504891; active = well fitted inhibition curve with a large enough effect in the polarisation, with a control signal flat, not every such curve was filed as active; inconclusive = small, poorly fitted or top-dose-only effect, or effect the other way, or a change in a side signal; inactive = no such curve, though single readings can be large or run the other way; the % refers to the polarisation; note: % is set by controls: 0 for no effect and ±100 for the full control effect
Target sequence (Q13526 whole entry, looked up): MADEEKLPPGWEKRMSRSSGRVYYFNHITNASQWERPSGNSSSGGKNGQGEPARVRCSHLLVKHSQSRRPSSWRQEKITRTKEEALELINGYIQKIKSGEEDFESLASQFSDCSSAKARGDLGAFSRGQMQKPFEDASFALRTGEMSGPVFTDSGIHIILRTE
BLM inh = blocks DNA unwinding by human BLM helicase; P54132; recombinant BLM DNA unwinding, fluorescence dequenching; Potency, µM (series often up to 56.1 µM), for the others: at the highest dose activity change, negative = inhibition, actives largely listed as inhibitors; 350,000 tested, 0.2% active;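 note: plate controls were vehicle for no effect and no enzyme for full effect; nearly all actives have a fitted effect of over 35% in size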
PGK inhibitor = T. brucei PGK inhibition | 380,000 tested, 0.043% active | AID 602233 | PGK/GAPDH coupled, Kinase-Glo luminescence, 60 min | P07378 | Potency, µM (doses to about 57.5 µM), without a hit: top-dose activity change, negative = inhibition, most hits filed as inhibitors; note: % is set by controls: 0 for no effect and ±100 for the full control effect; nearly all actives have a fitted effect of over 60% in size
Target sequence (P07378 whole entry, looked up): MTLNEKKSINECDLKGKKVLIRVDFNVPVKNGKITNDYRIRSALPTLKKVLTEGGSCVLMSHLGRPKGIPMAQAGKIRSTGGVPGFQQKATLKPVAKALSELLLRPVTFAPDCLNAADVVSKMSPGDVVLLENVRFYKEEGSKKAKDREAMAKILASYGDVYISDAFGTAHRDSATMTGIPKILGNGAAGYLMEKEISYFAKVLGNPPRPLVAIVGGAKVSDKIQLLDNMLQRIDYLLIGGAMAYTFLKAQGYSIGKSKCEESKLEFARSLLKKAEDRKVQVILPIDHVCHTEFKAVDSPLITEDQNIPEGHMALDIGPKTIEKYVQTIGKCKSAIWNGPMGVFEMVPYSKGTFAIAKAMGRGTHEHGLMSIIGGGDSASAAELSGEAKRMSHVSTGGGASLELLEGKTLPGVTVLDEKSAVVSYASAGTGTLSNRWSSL
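Luminescent ATP detection (Kinase-Glo Plus) follows a 60-minute room-temperature incubation, with wells lacking PGK as controls. Buffer: 100 mM TEA (pH 7.6), 5 mM MgCl2, 0.01% Tween-20. Coupling enzyme GAPDH (100 nM final) supplies unstable 1,3-BPG in-well.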
G9a block = blocks human histone lysine methyltransferase G9a; Potency, µM (doses to about 102 µM), without a hit: at the top dose activity, negative = inhibition, most hits filed as inhibitors; Q96KQ7; 350,000 tested, 8.8% active; G9a H3K9 monomethylation, AlphaScreen, 2 h; note: % is set by controls: 0 for no effect and ±100 for the full control effect; nearly all actives have a fitted effect of over 75% in size
Target sequence (Q96KQ7 913-1193 limits assumed): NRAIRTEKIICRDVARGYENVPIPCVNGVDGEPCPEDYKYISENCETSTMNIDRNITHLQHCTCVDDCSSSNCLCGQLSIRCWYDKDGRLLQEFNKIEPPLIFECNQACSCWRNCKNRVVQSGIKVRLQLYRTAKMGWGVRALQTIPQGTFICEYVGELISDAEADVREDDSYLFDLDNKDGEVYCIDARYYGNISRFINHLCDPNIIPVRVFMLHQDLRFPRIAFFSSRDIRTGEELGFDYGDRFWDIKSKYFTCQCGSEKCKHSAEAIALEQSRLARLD
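Chemiluminescent proximity detection of H3K9 monomethylation, read after 10 min bead incubation in the dark. Reaction: 20 nM G9a, 500 nM biotin-H3K9 peptide, 20 uM SAM cofactor, 2 h, room temperature, following 15 min enzyme-compound preincubation.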
BAZ2B inh = inhibitors of human BAZ2B bromodomain | Q9UIF8 | AlphaScreen BAZ2B-H3K14Ac peptide displacement | Potency, µM (top dose mostly 114 µM), inactives show at the top dose activity change, negative = inhibition, most hits filed as inhibitors | 360,000 tested, 4.4% active | AID 504333; note: % is set by controls: 0 for no effect and ±100 for the full control effect; nearly all actives have a fitted effect of over 60% in size
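BAZ2B (50 nM) with biotin-H3(5-23)K14Ac peptide (50 nM) in PBS pH 7.4, 0.01% Tween-20, preformed 30 min, then compound 30 min at room temperature; top concentration 110uM. AlphaScreen streptavidin donor/nickel chelate acceptor beads (10 ug/mL final), 20 min dark, signal read.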
JMJD2A Tudor inh = JMJD2A Tudor domain (human) inhibition; O75164; AlphaScreen JMJD2A-Tudor / H3K4me3 peptide binding; Potency, µM (highest dose often 114 µM), for the others: top-dose activity change, negative = inhibition, actives largely listed as inhibitors; 390,000 tested, 4.4% active; note: % is set by controls: 0 for no effect and ±100 for the full control effect; nearly all actives have a fitted effect of over 50% in size
* hit, by the source's call; [ ] = remark or other dose. Unless noted, calls come from the whole dose curve; as a rule, active = well fitted curve in the direction sought with a large enough effect; inconclusive = small, poorly fitted or top-dose-only effect, or another doubt; inactive = no such curve, though single readings can be large; an effect the other way counts as inactive or inconclusive. Potency is the fitted concentration of half-maximal effect. Some of the compounds tested; the hit share may differ from the screen's.

Results for CC(C)COC(=O)N1CC(O)CC1C(=O)O (stereo unspecified) ?
HP1b binding inh: 50%[activator]; Pol iota inh: 17%; Pin1 inh: inconclusive; BLM inh: 3%; PGK inhibitor: -9%; G9a block: 21%[59 µM]; BAZ2B inh: 2%; JMJD2A Tudor inh: 9%

Results for CCOC(=O)c1cc(C(=O)OCC)c2cc(Br)ccc2n1 ?
HP1b binding inh: 26%; Pol iota inh: 35%[activator]; GLS inh: 4%; Pin1 inh: 1%; BLM inh: 9%; PGK inhibitor: -7%; G9a block: -32%[59 µM]; BAZ2B inh: -17%; JMJD2A Tudor inh: inconclusive

What do the screens show for `CCCn1nnnc1NC(=O)c1ccc2ccccc2c1`?
HP1b binding inh: 17%; Pol iota inh: 30%; GLS inh: 13%; Pin1 inh: -7%; BLM inh: 0%; PGK inhibitor: 10%; G9a block: 14%[59 µM]; BAZ2B inh: 9%; JMJD2A Tudor inh: -14%

How did COc1nc(NC(C)(C)C)nc(Oc2ccc(=O)n(C)n2)n1 do in these assays?
HP1b binding inh: 32%; Pol iota inh: 12%; GLS inh: 0%; Pin1 inh: -3%; BLM inh: -2%; PGK inhibitor: 3%; G9a block: -7%; BAZ2B inh: 11%; JMJD2A Tudor inh: 8%

What do the screens show for `Cn1c(=O)c2c(nc(CN3CCC(C(N)=O)CC3)n2CCc2ccccc2)n(C)c1=O`?
HP1b binding inh: 30%; Pol iota inh: 16%; GLS inh: -3%; Pin1 inh: -8%; BLM inh: 0%; PGK inhibitor: 6%; G9a block: -6%[2.33 µM]; BAZ2B inh: -1%; JMJD2A Tudor inh: -5%

What do the screens show for `CCOc1ccc(CCN2CN(CC)CNC2=S)cc1OCC`?
HP1b binding inh: -4%; Pol iota inh: 12%; GLS inh: 1%; Pin1 inh: 0%; BLM inh: -3%; PGK inhibitor: inactive; G9a block: 7%[59 µM]; BAZ2B inh: -13%; JMJD2A Tudor inh: -13%

How did COc1ccccc1C1CN(c2ccccc2)N=C1c1cccs1 (stereo unspecified) do in these assays?
HP1b binding inh: 327%[activator]; Pol iota inh: -2%; GLS inh: 8%; Pin1 inh: inconclusive; BLM inh: -7%; PGK inhibitor: 4%; G9a block: 365%[activator]; BAZ2B inh: 180%[activator]; JMJD2A Tudor inh: 149%[activator]

How did FC(F)(F)c1cc(NCc2cccs2)n2ncnc2n1 do in these assays?
HP1b binding inh: 24%; Pol iota inh: 10%; GLS inh: 5%; Pin1 inh: 0%; BLM inh: 1%; G9a block: -3%[59 µM]; BAZ2B inh: 7%; JMJD2A Tudor inh: -12%

How did Cc1ccc(S(=O)(=O)Nc2ccccc2N=Cc2ccc([N+](=O)[O-])cc2[N+](=O)[O-])cc1 do in these assays?
HP1b binding inh: inconclusive; Pol iota inh: 7%; GLS inh: 22%; Pin1 inh: -6%; PGK inhibitor: inactive; JMJD2A Tudor inh: inconclusive

What do the screens show for `CC(C)C(=O)Nc1nnc(CSCc2ccccc2F)s1`?
HP1b binding inh: 26%; Pol iota inh: 15%; GLS inh: 2%; Pin1 inh: 27%; BLM inh: -2%; PGK inhibitor: -6%; G9a block: 22%; BAZ2B inh: 3%; JMJD2A Tudor inh: -9%

What do the screens show for `COc1ccc(/C=C/C2=NNC(=O)CC2)cc1`?
HP1b binding inh: 45%[activator]; Pol iota inh: 79%[activator]; GLS inh: 0%; Pin1 inh: 1%; BLM inh: 2%; PGK inhibitor: -9%; G9a block: 19%; BAZ2B inh: -3%; JMJD2A Tudor inh: 0%

Results for O=S(=O)(Nc1nc2ccccc2nc1Nc1cccc(S(=O)(=O)N2CCCCC2)c1)c1ccccc1 ?
HP1b binding inh: 27%; Pol iota inh: inconclusive; GLS inh: 0%; BLM inh: -19%; PGK inhibitor: -19%; G9a block: inconclusive; BAZ2B inh: -7%; JMJD2A Tudor inh: -15%

Overlap with the part before: two compounds, followed by the next part.
What do the screens show for `COc1ccc(/C=C/C2=NNC(=O)CC2)cc1`?
HP1b binding inh: 45%[activator]; Pol iota inh: 79%[activator]; GLS inh: 0%; Pin1 inh: 1%; BLM inh: 2%; PGK inhibitor: -9%; G9a block: 19%; BAZ2B inh: -3%; JMJD2A Tudor inh: 0%

Results for O=S(=O)(Nc1nc2ccccc2nc1Nc1cccc(S(=O)(=O)N2CCCCC2)c1)c1ccccc1 ?
HP1b binding inh: 27%; Pol iota inh: inconclusive; GLS inh: 0%; BLM inh: -19%; PGK inhibitor: -19%; G9a block: inconclusive; BAZ2B inh: -7%; JMJD2A Tudor inh: -15%

What do the screens show for `CC(=O)N1CCCc2cc(S(=O)(=O)N(C)Cc3ccccc3)ccc21`?
HP1b binding inh: 62%[activator]; Pol iota inh: -5%; GLS inh: 2%; Pin1 inh: 2%; BLM inh: -6%; PGK inhibitor: -8%; G9a block: -16%[12.7 µM]; BAZ2B inh: 1%; JMJD2A Tudor inh: 1%

What do the screens show for `COc1ccc2[nH]c(C(=O)Nc3ccc(F)cc3Br)cc2c1`?
HP1b binding inh: 2%; Pol iota inh: 57%[activator]; GLS inh: 10%; Pin1 inh: 25%; BLM inh: -3%; PGK inhibitor: -9%; BAZ2B inh: 1%; JMJD2A Tudor inh: -20%

Results for CC(=O)Nc1ccc(S(=O)(=O)N(C)c2ccc(OCCOc3ccccc3F)cc2)cc1 ?
HP1b binding inh: 3%; Pol iota inh: inconclusive; GLS inh: 37%[activator]; Pin1 inh: -15%; PGK inhibitor: -13%; JMJD2A Tudor inh: -25%

What do the screens show for `Cc1ccc(C)c(N2CCN(C(=O)c3cc(S(=O)(=O)N4CCOCC4)ccc3F)CC2)c1`?
HP1b binding inh: 13%; Pol iota inh: -3%; GLS inh: 3%; Pin1 inh: -2%; BLM inh: -5%; PGK inhibitor: -2%; G9a block: 2%[59 µM]; BAZ2B inh: -8%; JMJD2A Tudor inh: -26%

Results for C[C@]12C=C[C@H](O)CC1=CCC1C2CC[C@@]2(C)C1CCC21OCCO1 (stereo partly specified) ?
HP1b binding inh: 26%; Pol iota inh: 54%[activator]; GLS inh: -13%; Pin1 inh: -5%; PGK inhibitor: 2%; JMJD2A Tudor inh: -5%

What do the screens show for `CC(C)CCNC(=O)c1ccc2c(c1)N(Cc1cccc(Cl)c1)C(=O)c1ccccc1S2`?
HP1b binding inh: 32%; Pol iota inh: 8%; GLS inh: 1%; Pin1 inh: 0%; BLM inh: -9%; PGK inhibitor: 5%; G9a block: 9%[59 µM]; BAZ2B inh: -3%; JMJD2A Tudor inh: -7%

Results for CC(C)C(C(=O)NC(C)(C)C)N(CCN1CCOCC1)C(=O)CNS(=O)(=O)c1ccccc1 (stereo unspecified) ?
HP1b binding inh: 29%; Pol iota inh: 98%[activator]; GLS inh: -1%; Pin1 inh: -3%; BLM inh: -2%; PGK inhibitor: inactive; G9a block: 14%; BAZ2B inh: -17%; JMJD2A Tudor inh: -1%

How did O=C(CCCOc1ccccc1)N1CCc2ccccc2C1 do in these assays?
HP1b binding inh: 101%[activator]; Pol iota inh: 24%; GLS inh: -4%; Pin1 inh: 4%; BLM inh: -7%; PGK inhibitor: -7%; G9a block: -8%[12.7 µM]; BAZ2B inh: 63%[activator]; JMJD2A Tudor inh: 5%[57.1 µM]

How did COc1ccc2c(c1)CCC(C)N2S(=O)(=O)c1ccc(C2CNC(=O)C2)cc1 (stereo unspecified) do in these assays?
HP1b binding inh: 9%; Pol iota inh: 4%; GLS inh: 2%; Pin1 inh: 0%; BLM inh: -1%; G9a block: -22%[59 µM]; BAZ2B inh: 8%; JMJD2A Tudor inh: -11%

How did O=S(=O)(Nc1ccccn1)c1ccc(-n2cccn2)cc1 do in these assays?
HP1b binding inh: 85%[activator]; Pol iota inh: 8%; GLS inh: -2%; Pin1 inh: 3%; BLM inh: -3%; PGK inhibitor: inactive; G9a block: 15%; BAZ2B inh: -15%; JMJD2A Tudor inh: 5%

Results for COc1ccc(-c2noc(CC(=O)N(C)c3cc(Cl)c(OC)cc3OC)n2)cc1 ?
HP1b binding inh: 38%; Pol iota inh: 15%; GLS inh: 3%; Pin1 inh: 8%; BLM inh: -5%; PGK inhibitor: 0%; G9a block: -30%[59 µM]; BAZ2B inh: -15%; JMJD2A Tudor inh: -19%

What do the screens show for `CCCNC(=O)c1[nH]c(C)c(C(C)=O)c1C`?
HP1b binding inh: 69%[activator]; Pol iota inh: 15%; GLS inh: -1%; Pin1 inh: -5%; BLM inh: 7%; PGK inhibitor: 2%; G9a block: 5%[59 µM]; BAZ2B inh: inconclusive; JMJD2A Tudor inh: -22%

Results for COc1ccc2c(c1)CCc1c-2n[nH]c1C(=O)O ?
HP1b binding inh: 36%; Pol iota inh: -1%; GLS inh: 10%; Pin1 inh: 0%; BLM inh: 0%; PGK inhibitor: 4%; G9a block: 4%[12.7 µM]; BAZ2B inh: -32%; JMJD2A Tudor inh: -23%

What do the screens show for `COc1ccc(-n2cc(CNCC3CC(=O)N(C4CC4)C3)c(-c3ccccc3Cl)n2)cc1` (stereo unspecified)?
HP1b binding inh: 29%; Pol iota inh: 42%[activator]; GLS inh: -5%; Pin1 inh: -3%; BLM inh: 4%; PGK inhibitor: -6%; G9a block: inconclusive; BAZ2B inh: -34%; JMJD2A Tudor inh: -13%

Results for COc1ccc(C(=O)NCC(=O)O)cc1 ?
HP1b binding inh: 18%; Pol iota inh: 12%; GLS inh: 0%; Pin1 inh: 5%; BLM inh: 0%; PGK inhibitor: 4%; G9a block: 6%[59 µM]; BAZ2B inh: -5%; JMJD2A Tudor inh: -26%

What do the screens show for `CC(C)C(=O)N1CCN(c2ccccc2NC(=O)c2ccc(Br)o2)CC1`?
HP1b binding inh: -8%[57 µM]; Pol iota inh: 38%[activator]; GLS inh: 1%; Pin1 inh: -2%; PGK inhibitor: -8%; JMJD2A Tudor inh: -25%

What do the screens show for `CN1CCN(C(=O)C2=C[C@@H](c3ccc(C(F)(F)F)cc3)C[C@@H](OCCCCO)O2)CC1`?
HP1b binding inh: 14%; Pol iota inh: 34%[activator]; GLS inh: 1%; Pin1 inh: 2%; BLM inh: -1%; PGK inhibitor: -1%; G9a block: -27%[59 µM]; BAZ2B inh: -29%; JMJD2A Tudor inh: -25%
